Screens: PubChem, Sanford-Burnham Center for Chemical Genomics
APJ ag: agonists of human APJ apelin receptor; P35414; activation, % at 20 µM; 330,000 tested, 0.11% active; AID 2520; CHO-K1 APJ PathHunter beta-arrestin, luminescence; 0% DMSO wells, 100% apelin;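 active = activation more than six SD over the plate average, tested at 20 µM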;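 note: 0% = DMSO alone and 100% = apelin-13 at 10 nM; some results filed as inactive read as strong as hits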
Target sequence (P35414 whole entry, looked up): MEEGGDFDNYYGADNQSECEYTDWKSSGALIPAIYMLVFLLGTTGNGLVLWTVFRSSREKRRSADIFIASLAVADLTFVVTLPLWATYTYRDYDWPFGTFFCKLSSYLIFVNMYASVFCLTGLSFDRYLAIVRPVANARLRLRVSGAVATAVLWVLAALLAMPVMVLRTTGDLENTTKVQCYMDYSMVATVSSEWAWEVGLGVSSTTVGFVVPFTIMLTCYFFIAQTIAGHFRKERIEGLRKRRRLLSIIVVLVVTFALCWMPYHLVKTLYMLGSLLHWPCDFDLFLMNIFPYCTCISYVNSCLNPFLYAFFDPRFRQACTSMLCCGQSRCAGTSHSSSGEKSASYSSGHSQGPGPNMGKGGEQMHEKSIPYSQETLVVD
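Assay system: engineered CHO-K1 APJ arrestin reporter cells; Amount: 1000 CHO-K1 reporter cells seeded per well; Dosing: one dose, 20 µM compound, 1% DMSO; Times: compound stimulation 90 min at 25 °C, detection 60 min; Measured by: luminescent beta-gal fragment complementation, chemiluminescent substrate; Read-out: APJ–arrestin association signal; Controls: DMSO vs Apelin-13 10 nM.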
Mdm2 MdmX PPI: human Mdm2/MdmX binding inhibition; O15151+Q00987; SaOS-2 split-luciferase Mdm2/MdmX complementation, luminescence; inhibition, % at 8 µM; 330,000 tested, 3% active; AID 485346;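 active = inhibition of at least 50% at 8 µM in the primary screen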
UPR CHOP act: activators of apoptotic arm of unfolded protein response (CHOP); AID 449763; CHO-CHOP luciferase reporter, UPR activation, luminescence; percent of tunicamycin response over DMSO baseline; 330,000 tested, 0.34% active; activation, % at 10 µM;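 active = at 10 µM dose, activation of 40% or more, normalized to positive control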;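 note: 100% = tunicamycin at 10 µg/mL and 0% = DMSO alone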
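Assay system: CHO-CHOP cells, stable luciferase reporter of PERK-eIF2a-CHOP signalling / Buffer or medium: F12 plus 10% serum / Compound dosing: one dose, 10 µM in 0.5% DMSO / Times: 6 h compound treatment, 37 °C / Technique: luciferase luminescence / Read-out: % reporter activation, DMSO baseline versus tunicamycin full activation / Benchmarks: tunicamycin and DMSO controls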
tim10-1 inh: tim10-1 yeast growth inhibition. S. cerevisiae tim10-1 ts strain growth, BacTiter-Glo, 24 h. inhibition, % at 20 µM. 330,000 tested, 2.2% active. AID 463190;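 active = inhibition of at least 40%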;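 note: mutant grown at 25 °C; 0% = DMSO wells with yeast and 100% = wells holding no yeast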
XBP1 UPR activ: activators of adaptive arm of unfolded protein response (XBP1); CHO-XBP1 luciferase reporter, IRE1-XBP1 UPR activation, luminescence; percent of tunicamycin response, DMSO as zero; 330,000 tested, 0.33% active; AID 463104; activation, % at 20 µM;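 active = versus positive control, 20 µM dose yields 30% or more activation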;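 note: 100% = tunicamycin at 10 µg/mL and 0% = DMSO only wells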
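Material: CHO cell line with stable XBP1 luciferase reporter; buffer or medium: F12 medium containing 10% fetal bovine serum; compound: single point, 20 µM final compound, 1% DMSO; incubation: 6 h treatment, 37 °C; measured by: glow luminescence from Steady-Glo reagent; evaluation: activation, % of tunicamycin; control set: tunicamycin high, DMSO low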
TIM10 inh: growth inhibitors of TIM10 yeast strain; inhibition, % at 10 µM; AID 463195; 330,000 tested, 1.4% active; S. cerevisiae TIM10 strain growth, BacTiter-Glo luminescence, 24 h;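 active = inhibition of 40% or more at the single tested concentration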;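 note: wild-type TIM10 isogenic control strain grown at permissive 25 °C; 0% = DMSO yeast wells and 100% = minimal medium wells without yeast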
tim23-1 inh: tim23-1 yeast growth inhibition | inhibition, % at 20 µM | AID 463212 | S. cerevisiae tim23-1 growth, BacTiter-Glo luminescence, 24 h | 330,000 tested, 1.3% active;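 active = growth inhibition of the mutant yeast at or above 50%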;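 note: temperature-sensitive mutant grown at 25 °C; plate controls were DMSO-treated mutant yeast for no effect and medium wells lacking yeast for full effect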
APJ antagonist: blocks the human apelin receptor APJ | P35414 | CHO-K1 APJ beta-arrestin complementation, luminescence | inhibition, % at 20 µM | 330,000 tested, 0.32% active | AID 2521;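 active = inhibition above about 40% at 20 µM, limit read from the data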;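 note: cells challenged with 10 nM apelin-13 agonist together with compound; plate controls were apelin-13 plus DMSO wells for no effect and DMSO wells lacking apelin-13 for full effect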
CXCR6 block: inhibitors of human CXCR6 receptor | O00574 | CHO-K1 PathHunter CXCR6 beta-arrestin, luminescence | inhibition, % at 20 µM | 360,000 tested, 0.36% active | AID 602244; in the data active = inhibition above about 34%, passing the limit was not always enough;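 note: antagonist mode with CXCL16 agonist at 10 nM final; 0% = 10 nM CXCL16 with DMSO and 100% = unstimulated wells without agonist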
Target sequence (O00574 whole entry, looked up): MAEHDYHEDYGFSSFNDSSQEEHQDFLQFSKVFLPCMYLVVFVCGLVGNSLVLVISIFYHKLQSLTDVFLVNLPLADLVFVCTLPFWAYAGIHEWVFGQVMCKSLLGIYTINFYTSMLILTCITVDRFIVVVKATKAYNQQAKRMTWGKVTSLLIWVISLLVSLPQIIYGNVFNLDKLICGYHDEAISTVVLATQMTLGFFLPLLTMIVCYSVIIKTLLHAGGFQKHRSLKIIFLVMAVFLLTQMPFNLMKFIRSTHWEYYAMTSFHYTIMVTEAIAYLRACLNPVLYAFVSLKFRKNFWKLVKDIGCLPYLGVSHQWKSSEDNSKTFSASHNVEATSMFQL
An asterisk follows results filed as active; x = not tested or not shown. The list is partial; count on the stated rates, not on these rows.

The first 5 entries, ahead of the listing:
| cpd | mol | APJ ag | Mdm2 MdmX PPI | UPR CHOP act | tim10-1 inh | XBP1 UPR activ | TIM10 inh | tim23-1 inh | APJ antagonist | CXCR6 block |
| --- | --- | --- | --- | --- | --- | --- | --- | --- | --- | --- |
| 1 | Cn1c(=O)c(C(=O)NCc2ccc(F)cc2)c(O)c2ccccc21 | 2 | -3 | 1.8 | 4 | -1 | 9 | 41 | -24 | -4 |
| 2 | O=C(O)CCC(=O)Nc1cccc2cccnc12 | -1 | 23 | 1.3 | 72* | 10 | 13 | -2 | -4 | 3 |
| 3 | O=C1CCN(Cc2ccccc2)CCN1[C@H](CO)Cc1ccccc1 | 2 | -7 | -0.5 | -6 | -2 | 9 | 10 | 7 | 2 |
| 4 | Nc1nc2ccccc2n1CCOc1ccc(F)cc1 | -1 | 29 | 0.0 | -1 | -1 | 2 | 0 | -19 | -11 |
| 5 | CCOc1ccc(S(=O)(=O)N2CCN(c3ccccc3)CC2)c2cccnc12 | -1 | 20 | -1.4 | 39 | -4 | 24 | 32 | 1 | -10 |

All compounds of this part, previewed entries included:
| cpd | mol | APJ ag | Mdm2 MdmX PPI | UPR CHOP act | tim10-1 inh | XBP1 UPR activ | TIM10 inh | tim23-1 inh | APJ antagonist | CXCR6 block |
| --- | --- | --- | --- | --- | --- | --- | --- | --- | --- | --- |
| 1 | Cn1c(=O)c(C(=O)NCc2ccc(F)cc2)c(O)c2ccccc21 | 2 | -3 | 1.8 | 4 | -1 | 9 | 41 | -24 | -4 |
| 2 | O=C(O)CCC(=O)Nc1cccc2cccnc12 | -1 | 23 | 1.3 | 72* | 10 | 13 | -2 | -4 | 3 |
| 3 | O=C1CCN(Cc2ccccc2)CCN1[C@H](CO)Cc1ccccc1 | 2 | -7 | -0.5 | -6 | -2 | 9 | 10 | 7 | 2 |
| 4 | Nc1nc2ccccc2n1CCOc1ccc(F)cc1 | -1 | 29 | 0.0 | -1 | -1 | 2 | 0 | -19 | -11 |
| 5 | CCOc1ccc(S(=O)(=O)N2CCN(c3ccccc3)CC2)c2cccnc12 | -1 | 20 | -1.4 | 39 | -4 | 24 | 32 | 1 | -10 |
| 6 | O=c1c2[nH]c3ccc(F)cc3c2ncn1CCC1=CCCCC1 | -3 | -9 | 7.5 | 17 | 7 | -7 | 5 | 14 | -4 |
| 7 | FC(F)(F)c1ccccc1-n1c(-c2ccco2)n[nH]c1=S | 6 | 15 | -5.0 | 5 | -9 | 1 | 13 | 4 | 5 |
| 8 | CCOc1ccc(NC(c2ccccc2)P(=O)(OC)OC)cc1 (stereo not given) | 0 | -11 | 1.8 | 12 | 0 | 2 | 8 | 12 | -10 |
| 9 | CC(Sc1nnc(-c2ccco2)n1C)C(=O)Nc1ccc(N2CCOCC2)cc1 (stereo not given) | -5 | 9 | -1.9 | 8 | 0 | 2 | 15 | 9 | 2 |
| 10 | Cc1ccc(C)c(NC(=O)CN(C)C(=O)c2ccc(-c3ccc(Cl)cc3)o2)c1 | 2 | 8 | 0.1 | 21 | -1 | 5 | 40 | 0 | 1 |
| 11 | C=CCC[C@H](Cc1ccc(F)cc1)C(=O)OC[C@@H](NC(=O)[C@H](CC=C)CC(=O)NCCO)C(C)(C)C | -2 | 19 | 0.8 | -7 | 0 | 2 | 5 | 9 | -4 |
| 12 | NC(=O)C1CCN(c2cc(N3CCOCC3)ccc2[N+](=O)[O-])CC1 | -3 | 21 | -1.8 | -6 | -6 | -1 | -15 | 27 | 5 |
| 13 | Cn1c(NC(=O)COc2ccccc2)cc(=O)n(C)c1=O | -5 | -3 | -1.9 | 17 | 1 | 11 | 11 | -8 | 3 |
| 14 | O=c1c2ccccc2sn1-c1ccccc1 | 2 | 76* | 9.2 | 86* | -2 | 58* | 32 | -12 | 86* |
| 15 | NS(=O)(=O)c1ccc(NC(=O)Cc2c(F)cccc2Cl)cc1 | -3 | -13 | 2.1 | -9 | -3 | -2 | 0 | -14 | -1 |
| 16 | Cc1nc(/N=C\N(C)C)sc1C(=O)Nc1ccccc1 | -1 | -12 | 1.5 | 10 | 1 | 2 | -7 | 19 | -3 |
| 17 | CCOc1ccc(Cl)cc1S(=O)(=O)N1CCC(C(=O)NCc2ccncc2)CC1 | -4 | -17 | -2.6 | 13 | -3 | -17 | 10 | -10 | -12 |
| 18 | Cc1ccc(SC(C)c2nc(-c3ccncc3)no2)cc1 (stereo not given) | 1 | 11 | 0.0 | -19 | -9 | -25 | -18 | 18 | 3 |
| 19 | N#CCC(=O)Nn1c(=S)[nH]c2ccccc2c1=O | 0 | 31 | 1.2 | 12 | 2 | -24 | 10 | 8 | -8 |
| 20 | C/C(CC(=O)Nc1ccccc1)=N\NC(=O)COc1ccc(C)cc1Br | -3 | 13 | -1.2 | 22 | 3 | 7 | 35 | 2 | -2 |
| 21 | N#CC(c1ccc(O)cc1)N1CCOCC1 (stereo not given) | 0 | 20 | 0.1 | 5 | 1 | 12 | 4 | 3 | 0 |
| 22 | Cc1ccc(NC(=O)C(C)Sc2n[nH]c(CNc3ccccc3)n2)cc1 (stereo not given) | -1 | -11 | 0.1 | 11 | -2 | 1 | 4 | -2 | -3 |
| 23 | O=C(Cc1ccc(NC2=NC3CS(=O)(=O)CC3S2)cc1)NCc1ccc(Cl)cc1 (stereo not given) | 0 | 4 | -1.0 | -4 | 1 | 1 | -2 | -1 | 2 |
| 24 | O=C(CSc1nnnn1C1CCCCC1)NCc1ccccc1 | -4 | 5 | 1.3 | 23 | 2 | -16 | -2 | 3 | 5 |

Other entries
No.	Structure	APJ ag	Mdm2 MdmX PPI	UPR CHOP act	tim10-1 inh	XBP1 UPR activ	TIM10 inh	tim23-1 inh	APJ antagonist	CXCR6 block
25	Nc1nc(SCCO)[nH]c(=O)c1NC(=O)c1ccccc1F	-1	5	0.5	7	0	-15	-7	2	-2
26	C/C(=N\NC(=O)c1ccoc1C)c1ccccc1O	-2	49	5.3	-29	0	13	15	14	3
27	CC(NC(=O)Cn1cc([N+](=O)[O-])cn1)c1ccc(C(C)(C)C)cc1 (stereo not given)	-3	11	0.0	4	1	-1	-1	0	4
28	COc1ccc(-c2oc(NC(=O)CCl)c(C#N)c2-c2ccc(OC)cc2)cc1	-3	98*	489*	33	24	34	42	6	2
29	CCOc1ccc(-c2nc(N)ncc2Oc2ccc(OC)cc2)c(O)c1	-2	14	-0.5	21	9	31	56*	5	7
30	Cc1ccc(N2C(=O)C3CCC(C)(C2=O)C3(C)C)cc1C (stereo not given)	-4	0	-0.2	25	-4	-14	21	-13	3
31	C=C(C)c1cccc(C(C)(C)NC(=O)N2CCOCC2)c1	-3	15	-1.0	7	-2	-1	3	4	8
32	CCOc1ccc(NC(=O)C2CCN(S(=O)(=O)CC)CC2)cc1	-1	17	-2.9	10	-3	3	-1	0	8
33	Cc1ccc(C(=O)CCC(=O)NCc2ccccc2)cc1	-2	20	0.4	4	-1	-10	-4	8	-2
34	Cc1ccccc1C(=O)O/N=C1\CCS(=O)(=O)c2sccc21	-5	-102	4.2	-11	-1	-24	-6	-20	0
35	C#CCSc1ncc(S(=O)(=O)c2ccccc2)c(=O)[nH]1	-1	-22	1.2	2	-3	11	-5	1	0
36	Cc1ccc(/C=C(\NC(=O)c2ccccc2)C(=O)NCC2CCCO2)o1 (stereo not given)	-1	-33	0.6	4	3	-3	22	10	1
37	O=C(N/N=C/c1ccc([N+](=O)[O-])o1)c1ccccc1NS(=O)(=O)c1cccs1	6	12	0.7	2	-2	-2	14	-58	-3
38	COC(=O)C1CCN(C(=O)NC2CCCCC2)CC1	3	25	0.4	13	-1	13	17	10	0
39	CCCCCc1ccc(OCCCC[n+]2ccccc2)c(CCCCC)c1	-3	87*	-0.5	43*	-3	-295	-24	10	-5
40	COc1ccc(Cc2nnc(NC(=O)C(C)(C)C)s2)cc1	1	2	-0.3	23	-1	15	14	1	-12
41	Cc1nc2sc3c(O)cc(=O)[nH]c3c2c(C)c1C	-2	8	-5.1	-7	-1	-3	-8	16	-4
42	O=C(Nc1nnc(SCc2ccc(Cl)cc2)s1)c1cnccn1	-1	24	-0.1	19	0	-3	12	0	-7
43	CC(C)OCCCn1c(=S)[nH]c2ncccc2c1=O	5	6	1.2	22	0	9	16	-16	0
44	COC(=O)[C@]1(Cc2ccccc2)N[C@H](CN(C)C(=O)NC(C)C)[C@@H]2C(=O)N(Cc3ccccc3)C(=O)[C@@H]21	-4	6	-0.4	5	2	9	2	0	-4
45	O=C(O)c1ccccc1C(=O)c1ccc(Oc2ccccc2)cc1	-1	-19	2.8	12	-2	2	5	12	4
46	Cc1ccc(NC(=O)COC(=O)c2cc(Cl)ccc2[N+](=O)[O-])cc1	7	12	-1.7	38	2	14	40	-24	-12
47	CCS(=O)(=O)N1Cc2ccccc2CC1C(=O)N1CCN(c2ccccc2)CC1 (stereo not given)	-1	-21	-0.4	11	0	2	16	15	8
48	CCOc1cc(S(=O)(=O)NCc2ccccn2)c(C)cc1C	0	-16	-1.3	22	0	11	30	17	x
49	COCCCNC(=S)NC(=O)c1ccccc1	0	-18	3.5	24	4	-7	12	-13	-1
50	CCC1CCc2c(sc(NC(=O)CSc3nc(-c4ccco4)cc(C(F)(F)F)n3)c2C#N)C1 (stereo not given)	1	20	0.3	14	-3	-11	-3	3	2

By substructure, the entries above with a CF3 group
No.	Structure	APJ ag	Mdm2 MdmX PPI	UPR CHOP act	tim10-1 inh	XBP1 UPR activ	TIM10 inh	tim23-1 inh	APJ antagonist	CXCR6 block
7	FC(F)(F)c1ccccc1-n1c(-c2ccco2)n[nH]c1=S	6	15	-5.0	5	-9	1	13	4	5
50	CCC1CCc2c(sc(NC(=O)CSc3nc(-c4ccco4)cc(C(F)(F)F)n3)c2C#N)C1 (stereo not given)	1	20	0.3	14	-3	-11	-3	3	2
